MsrA inh: bovine MsrA inhibition. purified bovine MsrA, absorbance read-out. inhibition, % at 15.5 µM. hit rate 0.75% among 360,000; in the data active = inhibition above about 4.5%;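 also: 0% = vehicle wells with enzyme and 100% = reference inhibitor wells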
FAS-TE inh: FAS thioesterase (human) inhibition. recombinant FAS-TE, OMFH fluorogenic substrate, fluorescence endpoint. inhibition, % at 15 µM. hit rate 0.67% among 360,000. AID 602261;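 active = compounds whose normalised, plate-corrected inhibition of enzyme fluorescence in the single-dose primary screen is 50% or more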;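 also: 0% = DMSO with enzyme and 100% = substrate without enzyme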
MT1-MMP act inh: MT1-MMP (human) activation inhibition; GFP/RFP ratio change, % at 20 µM; HT1080 RFP-PRO-GFP cells, GFP/RFP ratio fluorescence, overnight; percent of plate control window, DMSO zero; hit rate 0.061% among 360,000;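 active = GFP/RFP ratio change of at least 30% with cell ATP level not reduced by more than half and red fluorescence within 50% of control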; also: strong numbers were not always called active
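Read-out: GFP/RFP fluorescence ratio; Test system: RFP-PRO-GFP reporter HT1080 cells; Compound dosing: single-point 20 µM compound, 1% DMSO; Times: overnight compound exposure at 37 °C.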
MsrA act: activators of bovine methionine sulfoxide reductase A; purified bovine MsrA, absorbance read-out; activation, % at 10.6 µM; hit rate 0.3% among 360,000; AID 602163; in the data active = activation above about 7.5%;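 also: 0% = vehicle and 100% = reference activator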
NRP1-CendR mod: modulators of CendR peptide binding to human neuropilin-1. FAM-RPARPAR peptide binding to NRP-1, fluorescence polarization. inhibition, % at 25 µM. hit rate 0.85% among 360,000. AID 602438;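 active = inhibition or corrected inhibition above about 18%, plus a signal ratio from 0.5 to 1.5, limit read from the data, passing the limit was not always enough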; also: strong numbers were not always called active
PABP1 MLLE inh: inhibitors of microRNA-mediated deadenylation, human PABP1 MLLE binding. P11940. hit rate 0.36% among 360,000. GST-MLLE / FITC-PAM2 fluorescence polarization. inhibition, % at 20 µM; in the data active = inhibition above about 35%, passing the limit was not always enough;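 also: plate controls were DMSO wells with GST-MLLE for no effect and wells lacking GST-MLLE protein for full effect; some results filed as inactive read as strong as hits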
Target sequence (P11940 whole entry, looked up): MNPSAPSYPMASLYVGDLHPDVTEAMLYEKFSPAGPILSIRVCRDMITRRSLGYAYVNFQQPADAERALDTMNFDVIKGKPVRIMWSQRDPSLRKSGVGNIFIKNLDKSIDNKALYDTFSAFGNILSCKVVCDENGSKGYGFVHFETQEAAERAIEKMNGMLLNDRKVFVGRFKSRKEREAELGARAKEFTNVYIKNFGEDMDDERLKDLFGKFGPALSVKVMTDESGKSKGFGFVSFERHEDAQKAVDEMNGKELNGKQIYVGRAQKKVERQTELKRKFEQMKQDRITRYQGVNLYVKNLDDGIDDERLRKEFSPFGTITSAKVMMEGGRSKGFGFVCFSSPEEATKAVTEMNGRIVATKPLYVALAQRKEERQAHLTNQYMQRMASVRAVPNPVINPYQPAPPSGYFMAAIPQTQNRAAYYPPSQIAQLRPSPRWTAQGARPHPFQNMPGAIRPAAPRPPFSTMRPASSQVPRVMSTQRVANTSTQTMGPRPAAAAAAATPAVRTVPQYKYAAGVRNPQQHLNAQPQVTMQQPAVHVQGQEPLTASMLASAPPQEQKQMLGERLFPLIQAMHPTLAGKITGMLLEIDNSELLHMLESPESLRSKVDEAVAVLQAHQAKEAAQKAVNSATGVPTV
SKN-1 inh: inhibitors of C. elegans SKN-1. C. elegans VP596 Pgst-4::GFP/RFP ratio, acrylamide-induced, 24 h. inhibition, % at 21.8 µM. hit rate 0.49% among 360,000. AID 624304;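 active = interference check ratio from 0.5 to 1.5 plus GFP to RFP signal ratio inhibition reaching or exceeding a fixed threshold, cut at about 30% in these data, passing the limit was not always enough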; also: some compounds called inactive have numbers as strong as hits
Tb MetRS inh: blocks T. brucei methionyl-tRNA synthetase activity | purified T. brucei MetRS, ATP depletion, Kinase-Glo luminescence | inhibition, % at 11.9 µM | hit rate 0.4% among 360,000 | AID 624268;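 active = inhibition above a per-plate cutoff of the control wells' mean inhibition plus 3 SD, cut at about 5.5% in these data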;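 also: 0% = DMSO wells median and 100% = median of wells with control inhibitor compound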
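technique = Kinase-Glo luminescence, ATP depletion format | system = purified MetRS (methionyl-tRNA synthetase) enzyme from Trypanosoma brucei | timing = 15 min preincubation, 2 h reaction, all 25 °C | evaluation = percent inhibition versus plate control medians | dosing = single dose, 11.9 µM final nominal, 0.9% final DMSO | also added = substrates ATP, L-methionine and bulk Escherichia coli tRNA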
eLon inh: inhibits E. coli Lon protease | purified E. coli Lon protease, fluorescence polarization | AID 602123 | inhibition, % at 7.94 µM | hit rate 0.42% among 360,000 | P0A9M0; in the data active = inhibition above about 13%, passing the limit was not always enough;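 also: 0% = enzyme with probe and DMSO and 100% = no enzyme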
* hit, by the source's call; · = not tested or not shown.

The line under a structure holds: MsrA inh	FAS-TE inh	MT1-MMP act inh	MsrA act	NRP1-CendR mod	PABP1 MLLE inh	SKN-1 inh	Tb MetRS inh	eLon inh
(1) Cc1cc(C(=O)CCC(=O)N(C)CC(=O)Nc2ccccc2Br)c(C)s1
  0.2	-0.6	2.0	-2.4	3.6	12.7	3.5	-0.5	-4.5
(2) CC(C)(C)c1nn(-c2ccccc2)c2nc(Cl)c(C=O)cc12
  ·	-6.2	0.8	-0.8	6.1	14.6	3.6	-1.2	4.5
(3) COc1cc(/C=N/NC(=O)c2cnccn2)ccc1O
  3.9	-7.9	3.1	-1.8	-6.7	-1.0	0.7	0.4	-1.3
(4) CCCc1nc2c([nH]1)C(c1cccnc1)C(C#N)=C(N)O2 (stereo not given)
  -0.9	-9.9	1.6	-2.5	-4.0	2.0	4.4	-0.1	-16.9
(5) O=C(O)C1C2C=CC(C3CC23)C1C(=O)O (stereo not given)
  0.0	-6.7	-2.7	-3.3	-9.0	-12.3	0.4	0.1	10.7
(6) CCN(CC)S(=O)(=O)c1ccc(/C(O)=C(\C#N)c2nc3ccccc3n2C)cc1
  -0.8	8.5	14.6	-4.3	6.0	1.5	-3.9	-1.4	-7.7
(7) NC(=O)C1CCN(CC(=O)Nc2cc(S(=O)(=O)N3CCOCC3)ccc2N2CCCC2)CC1
  -0.1	-4.8	-3.3	-2.6	5.6	-17.2	-14.9	-0.4	-8.1
(8) COc1cccc(C2/C(=C(/O)c3ccc(C)cc3)C(=O)C(=O)N2Cc2ccco2)c1 (stereo not given)
  0.7	-4.6	1.3	-4.7	3.9	14.2	-0.8	-0.6	-3.8
(9) C=CCN1C(=O)c2ccc(C(=O)N3CCN(S(=O)(=O)c4cccc([N+](=O)[O-])c4)CC3)cc2C1=O
  -0.2	12.9	-7.8	-2.3	3.8	-13.8	0.8	-0.2	-3.6
(10) C/C(=N\NC(=O)Cc1ccc(Br)cc1)c1cccnc1
  -0.3	-4.2	-1.3	-4.2	5.2	-8.9	4.4	-0.5	-3.8
(11) Cc1cc(C)cc(NC(=O)C2CCC(CNC(=O)[C@@H]3Cc4ccccc4CN3)CC2)c1 (stereo not given in full)
  1.7	3.9	-4.6	-7.3	0.4	-8.5	5.5	-1.3	-2.8
(12) O=C(COC(=O)c1ccc(O)cc1)NCC1COc2ccccc2O1 (stereo not given)
  0.2	-0.8	1.7	-13.3	-1.9	-19.2	-13.2	0.1	1.6
(13) COc1cc2c(cc1OC)[C@H](C)N(C(=S)Nc1ccc(F)cc1)CC2
  0.7	0.7	1.8	-0.9	-14.7	-115.7	10.9	1.1	3.7
(14) Cc1ccc(NC(=O)N/C=C/c2ccccc2)cc1
  -0.1	0.7	-1.2	-3.0	-11.5	5.7	25.3	-1.0	-6.4
(15) CCOC(=O)[C@]12Cc3c(cc(OC)c(OC)c3OC)[C@H]1N(CCC(=O)OC)C(=O)c1cc(OC)ccc12
  0.2	18.6	1.1	-3.9	16.9	·	13.8	-0.9	-11.2
(16) COc1ccc(S(=O)(=O)N2CCCCC2)cc1NC(=O)c1cccs1
  -0.3	-11.4	3.4	-4.5	-5.0	11.2	13.8	-0.4	-11.4
(17) COCCn1c(-c2ccc(OC)cc2)cnc1SCC(=O)Nc1cc(C)on1
  -0.5	0.2	-4.9	-2.0	2.1	-7.8	14.4	0.7	10.7
(18) Cc1ccc(-c2nc(S(=O)(=O)c3ccccc3)c(SCC(=O)NCC3CCCO3)o2)cc1 (stereo not given)
  1.3	2.7	-3.1	-1.8	5.3	-68.4	-10.8	0.4	2.3
(19) O=C(CN1CCCCC1)NC(=O)Nc1ccccc1F
  -0.3	-2.8	-1.6	-3.0	-2.5	2.9	-1.9	-0.3	-11.6
(20) O=C(O)c1cc([N+](=O)[O-])ccc1NCCO
  2.7	-6.2	0.4	-4.6	-7.6	7.1	1.3	0.2	1.4

Results in sequence from above.
FAS-TE inh, compounds 6 to 16, in order: 8.5, -4.8, -4.6, 12.9, -4.2, 3.9, -0.8, 0.7, 0.7, 18.6, -11.4
eLon inh, compounds 6 to 16, in order: -7.7, -8.1, -3.8, -3.6, -3.8, -2.8, 1.6, 3.7, -6.4, -11.2, -11.4

Next results follow:
The line under a structure holds: MsrA inh	FAS-TE inh	MT1-MMP act inh	MsrA act	NRP1-CendR mod	PABP1 MLLE inh	SKN-1 inh	Tb MetRS inh	eLon inh
(21) CC1CC(C)CN(C(=O)COC(=O)/C=C/c2ccco2)C1 (stereo not given)
  0.8	-0.8	-0.5	-5.0	-4.3	7.0	-4.6	0.0	-6.1
(22) N=C1S/C(=C\c2ccco2)C(=O)N1c1nccs1
  3.4	-1.2	2.9	-3.5	-21.8	7.0	-0.9	0.5	-6.2
(23) COC(=O)c1cc2c(C)c(C)c3ccccn3c-2c1C(=O)OC
  1.7	-9.5	-29.8	0.0	0.9	59.7*	12.9	0.5	21.7*
(24) Cc1c(NC(=O)Cc2noc3ccccc23)cccc1[N+](=O)[O-]
  0.2	3.5	-1.2	-15.4	-1.5	-9.5	-14.6	-1.7	-5.0
(25) Cc1c(NS(=O)(=O)c2cc(C(=O)Nc3ccc(F)cc3Cl)ccc2Cl)c(=O)n(-c2ccccc2)n1C
  -0.4	-3.3	0.8	3.0	12.8	0.5	-2.2	-0.1	2.6
(26) Cc1ccc(CNC(=O)Cc2ccc(-c3ccccc3)cc2)cc1
  -0.3	-7.2	16.7	-2.0	-2.5	-2.1	6.8	-0.2	-4.0
(27) CN(CCC1CCOCC1)C(=O)CC1C(=O)NCCN1Cc1c(F)cccc1Cl (stereo not given)
  -0.3	-3.9	-6.1	-1.4	6.2	7.2	12.5	-0.1	1.4
(28) CC1CCN(C(=O)CC2C(=O)Nc3c2c(=O)n(C)c(=O)n3Cc2ccccc2)CC1 (stereo not given)
  0.7	-7.6	1.0	0.9	7.5	5.0	12.0	-0.7	-3.9
(29) Cc1ccc2nc(SCC(=O)Nc3cc(C)on3)nc(=O)n2c1
  1.7	-4.0	5.9	-2.7	-11.6	4.0	-11.8	0.0	-6.4
(30) CC(C)C[C@H](NC(=O)C1CCN(S(=O)(=O)c2ccccc2)CC1)C(=O)NCc1ccccn1
  0.9	-3.5	-0.9	0.1	1.0	-14.2	11.4	-0.4	-1.3
(31) Cc1ccc(S(=O)(=O)Nc2nc(-c3ccccc3)cs2)cc1
  0.7	2.3	1.5	-1.7	-9.8	9.0	15.2	0.0	0.8
(32) Cc1ccc(CN(Cc2ccco2)S(=O)(=O)c2ccc(S(=O)(=O)NCC3CCCO3)cc2)cc1 (stereo not given)
  1.3	-0.2	-11.3	-2.3	5.5	-1.9	4.4	0.1	-4.5
(33) Cc1ccc(-n2c(=O)[nH]cc(C(=O)N3CCc4ccccc43)c2=O)cc1C
  -0.9	-5.7	4.2	-1.9	-1.7	-14.5	-0.3	-0.2	-2.6
(34) CCc1cc2c(SCC(=O)Nc3cc(C)on3)ncnc2s1
  0.8	-0.3	-4.1	-3.8	-5.4	-18.8	1.1	-0.8	1.9
(35) CCCCn1nc(C(=O)N2CCN(S(=O)(=O)c3ccccc3)CC2)c2ccccc2c1=O
  1.2	11.0	-2.4	-7.8	0.1	-7.3	-1.8	-0.6	3.4
(36) Cc1ccc(NC(=O)NC(=O)CSc2nnc(-c3ccc(Cl)cc3Cl)n2N)c(C)c1
  0.2	-13.3	2.6	-2.2	0.1	9.8	-4.3	-0.1	-9.8
(37) O=C(Nc1ccn(Cc2ccccc2)n1)c1ccc(F)cc1
  -0.7	-2.5	1.5	-2.5	6.6	-6.6	6.5	-0.6	3.5
(38) Cc1ccccc1N(C(=O)CNC(=O)c1ccco1)C(C(=O)NC1CCCCC1)c1ccncc1 (stereo not given)
  0.1	-2.9	-0.6	-5.9	-2.1	6.4	-6.4	-0.9	9.4
(39) CCCC(=O)Nc1nnc(S(=O)(=O)N(C)Cc2ccco2)s1
  ·	-3.4	-4.0	-4.5	-3.7	14.2	-7.0	0.5	3.9
(40) CC(=O)Nc1ccc(NC(=O)c2c(-c3ccccc3Cl)noc2C)c(C)c1
  -0.7	-4.2	-0.6	-4.1	16.4	3.3	0.1	0.1	-11.3
(41) O=C(Nc1cc(Cl)ccc1Cl)N1CCN(C(=O)Nc2cc(Cl)ccc2Cl)CC1
  0.1	11.6	3.5	-1.8	-2.8	-10.8	-0.5	-0.1	-13.8
(42) COC(=O)c1sc(S(=O)(=O)Nc2ccc3cn[nH]c3c2)c(C(=O)OC)c1C
  0.0	-5.4	-3.1	-2.3	6.7	5.2	6.8	0.1	-7.2
(43) COc1ccc(C(Nc2cccc([N+](=O)[O-])c2)P(=O)(OC(C)C)OC(C)C)cc1 (stereo not given)
  -0.7	12.6	-1.8	-7.3	3.5	-7.1	-5.1	-0.9	-8.4
(44) O=C(Nc1ccccc1Cl)c1ccccc1Oc1ccc(C(F)(F)F)cc1[N+](=O)[O-]
  1.0	26.2	-6.4	-0.4	7.2	-9.4	7.3	-0.6	13.7
(45) Nc1ncnc2c1ncn2CCc1ccccc1
  -0.1	-4.0	-3.3	-2.4	-2.3	-2.0	-13.1	-0.6	-3.0
(46) Cc1ccc(C)c(N(CC(=O)NC(C)C)C(=O)CCC(=O)Nc2ccccn2)c1
  -1.1	-4.2	-5.7	0.3	8.3	4.4	-14.4	-0.6	-10.0
(47) OC[C@H]1O[C@@H](c2nc(-c3cccc4ccccc34)no2)[C@H](O)[C@@H]1O
  0.0	-9.5	-8.2	-9.9	3.4	-5.6	7.1	-0.2	0.3
(48) CCCCN(CC)S(=O)(=O)N1CCC(C(=O)NCc2ccc(F)cc2)CC1
  0.0	-5.4	6.6	-4.3	3.8	-2.4	1.0	-1.0	1.0
(49) CN1CCN(C2CN(C3CCCCC3)S(=O)(=O)C2)CC1 (stereo not given)
  -0.6	-17.2	3.7	-3.4	12.3	10.7	12.5	-0.3	-5.8
(50) Nc1cnc(-c2ccccc2)nc1Cl
  -0.2	-4.5	3.9	-2.1	-0.1	10.6	7.4	0.2	-10.8
(51) O=C(c1ccccc1)N1CCN(C(=O)c2ccccc2)C1c1ccccc1
  0.5	-1.0	0.8	-5.7	2.2	-5.5	-6.9	-1.2	1.5
(52) Cc1ccc(OCCN2CCCC2)cc1
  -0.7	-8.5	1.5	-4.1	-1.0	2.8	1.6	-0.3	-9.4
(53) O=C(N/N=C/c1cccc(OC2CSC2)c1)c1ccccc1O
  2.4	-5.3	4.4	-8.7	21.9	4.0	-13.9	-1.1	-4.0
